ALDH1A1 inh – inhibitors of human aldehyde dehydrogenase 1A1; P00352; Potency, µM (highest dose often 75.3 µM), inactives show at the top dose activity, negative = inhibition, usual class: inhibitors; Purified ALDH1A1, NADH fluorescence, propionaldehyde substrate; 7.3% of 220,000 active; active = well fitted inhibition curve with a large enough effect, not every such curve was filed as active; inconclusive = small, poorly fitted or top-dose-only effect, or another doubt; inactive = no such curve, though single readings can be large or run the other way;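 also: plate controls were no enzyme wells and a reference inhibitor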
Target sequence (P00352 whole entry, looked up): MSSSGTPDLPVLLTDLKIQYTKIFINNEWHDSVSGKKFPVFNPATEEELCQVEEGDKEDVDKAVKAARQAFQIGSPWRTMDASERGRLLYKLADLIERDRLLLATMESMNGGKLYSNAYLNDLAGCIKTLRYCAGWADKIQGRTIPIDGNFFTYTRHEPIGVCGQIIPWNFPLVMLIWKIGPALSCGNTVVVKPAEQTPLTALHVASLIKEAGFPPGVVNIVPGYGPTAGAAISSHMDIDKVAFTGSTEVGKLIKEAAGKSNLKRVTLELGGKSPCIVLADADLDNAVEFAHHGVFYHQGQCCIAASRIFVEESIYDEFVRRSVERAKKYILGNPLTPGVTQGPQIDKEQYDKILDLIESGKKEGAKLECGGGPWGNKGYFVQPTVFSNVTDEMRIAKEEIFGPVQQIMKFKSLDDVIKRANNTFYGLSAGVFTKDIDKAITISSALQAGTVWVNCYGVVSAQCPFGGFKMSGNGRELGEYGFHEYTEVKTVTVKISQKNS
SMN2 splice enh – increases expression of the SMN2 splice variant. HEK293 SMN2-luciferase splicing reporter, luminescence, 30-36 h. Potency, µM (titrated, usually from 46.1 µM), without a hit: top-dose activity change, positive = activation, most hits filed as activators. 2.8% of 210,000 active; also: % of control where 0% means no effect; nearly all actives have a fitted effect of over 55% in size
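qHTS luciferase splicing reporter: luminescence rises when SMN2 exon 7 is included in transfected HEK293 cells. Compound exposure lasted 30-36 h at 37C, with 4.5 mM final sodium butyrate as control, followed by a ONE-Glo read.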
HTT cytoprotect – protects HTT-Q103 PC12 cells, measured by ATP; PC12 HTT-Q103 induced, cytoprotection, ATP luminescence, 40 h; Potency, µM (titrated, usually from 56.4 µM), for inactives: cytoprotection (ATP increase), actives largely listed as activators; 0.14% of 230,000 active; AID 1471;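 also: % of control where 0% means no effect; nearly all actives have a fitted effect of over 45% in size; toxic huntingtin expression switched on by the ecdysone agonist tebufenozide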
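PC12 cells with ecdysone-inducible HTT exon 1 Q103-GFP, induced with 100 nM tebufenozide and co-treated with library compounds in a dose series (1536-well, 1500 cells/well). Cytoprotection read as ATP content by ATPlite luminescence.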
Tau fibril FP – tau fibrillization inhibition (FP); K18 P301L tau heparin fibrillization, Alexa594 FP, 6 h; Potency, µM (doses to about 57.7 µM), inactives show at the highest dose activity, negative = inhibition, actives largely listed as inhibitors; P10636; 0.39% of 280,000 active; also: % is scaled to controls: 0 for no effect and ±100 for the full control effect; nearly all actives have a fitted effect of over 55% in size
Target sequence (P10636 561-689 P618L limits assumed): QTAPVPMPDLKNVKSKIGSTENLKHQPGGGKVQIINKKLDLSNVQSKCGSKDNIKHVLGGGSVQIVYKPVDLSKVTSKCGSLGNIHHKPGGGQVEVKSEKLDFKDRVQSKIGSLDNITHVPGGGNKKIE
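Human tau K18 […] P301L fragment, 15 uM unlabeled plus 0.24 uM Alexa 594-labeled tau (final), with compound and 20 uM heparin in 100 mM sodium acetate pH 7; 6 hr at 37 C, then Alexa 594 FP read.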
KDM4E inh – blocks human JMJD2E demethylase activity | 1.6% of 230,000 active | AID 2147 | JMJD2E catalytic domain, FDH-coupled NADH fluorescence (FDH is formaldehyde dehydrogenase) | B2RXH2 | Potency, µM (doses to about 57.1 µM), for the others: at the top dose activity change, negative = inhibition, usual class: inhibitors; active = well fitted inhibition curve with a large enough effect, not every such curve was filed as active; inconclusive = small, poorly fitted or top-dose-only effect, or another doubt; inactive = no such curve, though single readings can be large or run the other way;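 also: 0% = wells with enzyme and -100% = buffer wells without enzyme; nearly all actives have a fitted effect of over 50% in size; many of its hits are not listed in these tables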
Target sequence (B2RXH2 1-337 limits assumed): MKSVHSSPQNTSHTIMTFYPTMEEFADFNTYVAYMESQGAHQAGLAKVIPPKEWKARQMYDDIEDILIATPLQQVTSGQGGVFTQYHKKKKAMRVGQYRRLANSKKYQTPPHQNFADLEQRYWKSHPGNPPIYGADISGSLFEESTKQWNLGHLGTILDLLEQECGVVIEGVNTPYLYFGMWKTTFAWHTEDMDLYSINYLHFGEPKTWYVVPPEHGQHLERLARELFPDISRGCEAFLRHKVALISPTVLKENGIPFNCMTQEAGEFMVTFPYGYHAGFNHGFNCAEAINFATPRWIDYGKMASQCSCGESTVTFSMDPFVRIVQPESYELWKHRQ
Tau fluor cs – counter-screen for tau fibril formation inhibitors. tau K18 P301L Alexa594 fluorescence, heparin fibrillization. Potency, µM (titrated, usually from 57.7 µM), for inactives: at the top dose activity change, negative = decrease. 0.93% of 280,000 active; also: % is scaled to controls: 0 for no effect and ±100 for the full control effect; nearly all actives have a fitted effect of over 55% in size
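Human K18 P301L tau (15 uM unlabeled plus 0.24 uM Alexa 594-labeled, final) in 100 mM sodium acetate pH 7 was mixed with compound and 20 uM heparin and incubated 6 hr at 37 C.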
Tau ThT inhib – inhibitors of human tau fibril formation, thioflavin T binding | P10636 | recombinant tau K18 P301L (four-repeat tau fragment), heparin-induced fibrillization, ThT fluorescence | Potency, µM (highest dose often 57.4 µM), for inactives: at the highest dose activity, negative = inhibition, hits mostly inhibitors | 2.1% of 270,000 active | AID 1460; also: % is scaled to controls: 0 for no effect and ±100 for the full control effect; nearly all actives have a fitted effect of over 55% in size
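Aggregation was driven by heparin (20 uM final) acting on recombinant tau […] bearing P301L in 100 mM sodium acetate pH 7; fibrils were detected with Thioflavin T.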
HttQ103 aggreg – mutant huntingtin aggregation inhibition | 1.1% of 220,000 active | PC12 HttQ103-GFP aggregates, Acumen cytometry, 40 h | Potency, µM (titrated, usually from 46.1 µM), for the others: at the highest dose activity change, negative = inhibition, most hits filed as inhibitors; also: % is scaled to controls: 0 for no effect and ±100 for the full control effect; nearly all actives have a fitted effect of over 60% in size
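Steps: seed 1500 PC12 HTTQ103-GFP cells/well; add tebufenozide, 100 nM final; add compound titration; add ATPLite reagent; quantify GFP aggregates by laser scanning cytometry.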
The depositor's hits bear a star; ? = inconclusive; nt = not tested or not shown; & = joins results of further samples; [ ] = another dose, or the depositor's remark. Unless noted, calls follow the shape of the dose curve; as a rule, active = well fitted curve in the direction sought with a large enough effect; inconclusive = small, poorly fitted or top-dose-only effect, or another doubt; inactive = no such curve, though single readings can be large; an effect the other way counts as inactive or inconclusive. Potency is read from the fitted curve at half-maximal effect.

Start of the data: the first 3 compounds, ahead of the listing:
SMILES | ALDH1A1 inh | SMN2 splice enh | HTT cytoprotect | Tau fibril FP | KDM4E inh | Tau fluor cs | Tau ThT inhib | HttQ103 aggreg
CN1CC[C@@]23CCCCC2C1Cc1ccc(O)cc13 (some centres not stated) | 9% | -10% | -1% | 1% | 8% | -20% | -14% | nt
CC1CCN(c2nc(NCc3ccco3)nc(N)c2[N+](=O)[O-])CC1 | ? | -23% | 30%[10 µM] | 3% | 4% | -12% | -16% | 20%
c1ccc2sc(C3(N4CCCC4)CCCCC3)cc2c1 | 4% | -14% | -17% | 1% | nt | -5% | -9% | nt

All compounds of this part (from the top)
SMILES | ALDH1A1 inh | SMN2 splice enh | HTT cytoprotect | Tau fibril FP | KDM4E inh | Tau fluor cs | Tau ThT inhib | HttQ103 aggreg
CN1CC[C@@]23CCCCC2C1Cc1ccc(O)cc13 (some centres not stated) | 9% | -10% | -1% | 1% | 8% | -20% | -14% | nt
CC1CCN(c2nc(NCc3ccco3)nc(N)c2[N+](=O)[O-])CC1 | ? | -23% | 30%[10 µM] | 3% | 4% | -12% | -16% | 20%
c1ccc2sc(C3(N4CCCC4)CCCCC3)cc2c1 | 4% | -14% | -17% | 1% | nt | -5% | -9% | nt
Cn1cc(C=C(C#N)C#N)c2ccccc21 | 5% | nt | 14%[10 µM] | -5% | -10% | 6% | 13% | -2%[9.22 µM]
Cn1c(O)c(/C=N/NC(=O)c2ccncc2)c(=O)[nH]c1=S | ? | nt | -10%[10 µM] | 2% | ? | -1% | ? | -8%[9.22 µM]
FC(F)=C(F)CCSc1ncn[nH]1 | 1% | 1% | -19%[1.9 µM] | 6% | 4.5µM* | 10% | 5% | 3%[9.22 µM]
Cc1ccc(-n2c(O)c(/C=N/Nc3ccccc3)c(=O)[nH]c2=O)cc1C | 1% | nt | 17%[10 µM] | -8% | ? | -22% | -15% | 21%[9.22 µM]
C=C(C)CSc1nnc([C@@H](N)Cc2c[nH]c3ccccc23)o1 | 16µM* | 9% | 7%[0.074 µM] | 4% | -24% | -16% | -11% | 2%
O=C(C1CC(c2ccc(F)cc2)=NO1)N1CCC2(CC1)OCCO2 (configuration not stated) | 16% | -28% | -8% | -3% | -2% | -5% | -4% | 4%
CCCOc1ccccc1C1SCC(=O)Nc2c1c(=O)[nH]n2C(C)CCC (configuration not stated) | 11% | 10% | -5% | 0% | 8% | -4% | -10% | -16%
Cc1cccc(NC(=O)c2cccc(NS(=O)(=O)c3ccc(Cl)cc3)c2)c1 | ? | nt | 4% | -5% | 5% | 0% | -4% | -1%
C/C(=C/CCC(C)[C@H]1CC[C@@]2(C)C3=C(CC[C@]12C)[C@@]1(C)CCC(=O)C(C)(C)[C@@H]1CC3)C(=O)O (some centres not stated) | 9% | 1% | nt | 10% | 8% | -22% | ? | 7%
CCC1(C2=NCCN2)Cc2ccccc2O1 (configuration not stated) | 5%&0%&7% | 4%&13% | -54%[inhibitor] | -22%&5%&-6% | -3%&-5% | -18%&6%&-2% | -10%&11%&-3% | -16%
N#CC(C#N)=Cc1ccc([N+](=O)[O-])c(O)c1 | 16µM* | -6%&-14%&0% | -29% | ? | ? | ? | 25µM* | nt
CN(C(=O)Oc1ccc(Cl)c2cccnc12)c1ccccc1 | 3% | -16% | nt | -13% | 11% | -9% | -3% | -4%
O=S(=O)(F)c1ccc2nc(-c3cccc(Sc4ccccc4)c3)cc(Cl)c2c1 | nt | nt | 10%[10 µM] | 0% | 3% | -8% | -9% | 3%[9.22 µM]
N=C1C(c2ccccc2)=C(O)CN1Cc1ccco1 | -2% | -9% | -1%[10 µM] | -9% | 1% | -15% | -11% | 10%
Cc1cccc(-n2c(/C=C/c3c[nH]c4ccccc34)nc3ccccc3c2=O)c1 | nt | -8% | nt | 1% | nt | 4µM*[quencher] | ? | nt
COc1cc2c(cc1OC)-c1c(OC)c(OC)c(C=O)c3c1[C@H](C2)N(C)CC3 | ? | nt | ? | ? | ? | ? | 22µM* | nt
COC(=O)c1ccc(Cl)c(NC(=O)CN2CCN(Cc3ccccc3)CC2)c1 | ? | 23% | 11% | 4% | -3% | 2% | -2% | -10%
C=C(C)CN1C(=O)C(O)(CC(=O)c2ccc3c(c2)OCCO3)c2ccccc21 (configuration not stated) | 11µM* | -12% | -12%[0.074 µM] | -2% | -1% | -1% | 1% | 8%
CC(C)n1c(=O)c(C=Nc2cccc([N+](=O)[O-])c2)c(O)n(CCc2ccccc2)c1=O | -10% | -3% | -10%[10 µM] | 0% | -1% | -13% | ? | -15%
CN(C)C(=O)Oc1ccnc2cc(Cl)ccc12 | 0% | ? | -8%[10 µM] | -5% | -16% | 10% | 0% | 5%[9.22 µM]
CCOC(=O)c1ccc(-n2c(N)c(C(=O)NCC3CCCO3)sc2=S)cc1 (configuration not stated) | 4µM* | -10% | -3% | 7% | -2% | -11% | -15% | 10%
C[C@@H]1O[C@@H](O[C@H]2C[C@@H](O)[C@@]3(CO)[C@H]4[C@H](O)C[C@]5(C)[C@@H](C6=CC(=O)OC6)CC[C@]5(O)[C@H]4CC[C@@]3(O)C2)[C@@H](O)[C@H](O)[C@H]1O | 14%[13.5 µM] | -82%[inhibitor][9.22 µM] | -16%[10 µM] | nt | nt | nt | nt | 13%
O=C1NC(=O)N(Cc2ccc(F)cc2)C(=O)/C1=C\c1ccc([N+](=O)[O-])s1 | nt | nt | -3%[10 µM] | 0.35µM* | 28µM* | ? | nt | -13%[9.22 µM]
COc1ccc(CC(=O)Nc2ccc3c(C(F)(F)F)cc(=O)oc3c2)cc1OC | 7.9µM* | -16% | 10%[10 µM] | -10% | -5% | -16% | -3% | -13%
O=C(Nc1ccc(Br)cc1)c1cc(Br)cc(Br)c1O | ? | nt | -83%[inhibitor] | 13% | nt | ? | 13µM* | ?
CNS(=O)(=O)c1ccc(N=Cc2c(O)n(-c3ccccc3)c(=O)[nH]c2=O)cc1 | -7% | 15% | nt | -5% | ? | 3% | -12% | 11%
N#Cc1ccccc1NC(=O)CN1CC=C(c2ccccc2)CC1 | -3% | 25% | -52%[inhibitor] | 6% | -11% | -18% | -14% | 7%
CCC(=NCc1ccco1)c1c(O)[nH]c(=O)[nH]c1=O | 4% | ? | -21% | -4% | -3% | -5% | -2% | -3%
O=C(COc1ccccc1)N1CCN(C2CCCC2)CC1 | -4% | -10% | -9% | 3% | ? | 4% | 4% | 1%[9.22 µM]
Cn1c(O)c(/C=N/N2CCOCC2)c(=O)n(C)c1=S | nt | nt | -7%[10 µM] | 4% | 6% | -6% | nt | 1%[9.22 µM]
CN(C)P(=O)(C(Cl)=C(N1CCCCC1)N1CCCCC1)N(C)C | -1% | -11% | 20%[10 µM] | ? | -15% | -12% | ? | 32%
CCC(C)N1Cc2ccccc2C1=N (configuration not stated) | 6% | -3% | 6% | -7% | 8% | -3% | -7% | 25%
CC(=O)Nc1nnc(CCN(CCc2nnc(NC(C)=O)s2)[N+](=O)[O-])s1 | nt | nt | 9%[10 µM] | 7% | 3% | 4% | nt | 9%[9.22 µM]
O=C1/C(=C\c2ccc(Cl)c(Cl)c2)N2CCC1CC2 | ? | nt | 20%[10 µM] | 7% | -10% | 2% | -18% | 3%[9.22 µM]
CC(C)CNC(=S)NC1CC2CCCC(C1)N2Cc1ccco1 (configuration not stated) | 32%[activator] | 11% | 19% | 2% | 4% | 2% | -6% | -17%

As entered above:
HTT cytoprotect, CC(C)CNC(=S)NC1CC2CCCC(C1)N2Cc1ccco1 (configuration not stated) stands at 19%
HTT cytoprotect, CC(=O)Nc1nnc(CCN(CCc2nnc(NC(C)=O)s2)[N+](=O)[O-])s1 stands at 9%[10 µM]
ALDH1A1 inh, CNS(=O)(=O)c1ccc(N=Cc2c(O)n(-c3ccccc3)c(=O)[nH]c2=O)cc1 stands at -7%
KDM4E inh, CC(C)n1c(=O)c(C=Nc2cccc([N+](=O)[O-])c2)c(O)n(CCc2ccccc2)c1=O stands at -1%
HttQ103 aggreg, O=C1/C(=C\c2ccc(Cl)c(Cl)c2)N2CCC1CC2 stands at 3%[9.22 µM]
Tau fibril FP, O=C1NC(=O)N(Cc2ccc(F)cc2)C(=O)/C1=C\c1ccc([N+](=O)[O-])s1 stands at 0.35µM*
HttQ103 aggreg, C[C@@H]1O[C@@H](O[C@H]2C[C@@H](O)[C@@]3(CO)[C@H]4[C@H](O)C[C@]5(C)[C@@H](C6=CC(=O)OC6)CC[C@]5(O)[C@H]4CC[C@@]3(O)C2)[C@@H](O)[C@H](O)[C@H]1O stands at 13%

Only part of the results is shown (hit frequency here may not be typical).
